LYPLA2 inh = blocks human lysophospholipase 2, a PME1 counter-screen; O95372; inhibition, % at 5.9 µM; recombinant LYPLA2, FP-Rh probe fluorescence polarization; 0.38% of 320,000 active;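 active = inhibition above the screen-wide mean plus 3 SD, limit set per campaign, cut at about 26% in these data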;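 note: 0% = LYPLA2 with DMSO and 100% = wells lacking LYPLA2 enzyme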
GSTO1 counter = blocks human GSTO1 in RBBP9 counter-screen | P78417 | recombinant GSTO1, activity-based probe fluorescence polarization | inhibition, % at 5.96 µM | 1.1% of 300,000 active | AID 1974;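 active = inhibition above the campaign mean inhibition plus 3 SD, cut at about 35% in these data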;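 note: 0% = GSTO1-1 with DMSO and 100% = wells lacking GSTO1-1 enzyme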
PREPL inh = inhibits the human prolyl oligopeptidase-like enzyme; Q4J6C6; recombinant PREPL, fluorescence polarization activity-based probe; inhibition, % at 5.96 µM; 0.68% of 320,000 active; AID 2751; in the data active = inhibition above about 43%;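 note: 0% = enzyme with DMSO and 100% = wells lacking enzyme; many of its hits are not listed in these tables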
pPAFAH inh = inhibitors of human plasma PAF acetylhydrolase (pPAFAH). Q13093. recombinant pPAFAH, FP-rhodamine probe fluorescence polarization. inhibition, % at 3.39 µM. 1.5% of 330,000 active;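 active = inhibition above the mean inhibition across the screen plus 3 SD, cut at about 25% in these data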;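 note: inhibitors block binding of the rhodamine activity-based probe so polarization drops; 0% = enzyme with DMSO and 100% = wells lacking pPAFAH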
LYPLA1 counter = blocks human lysophospholipase 1, a PME1 counter-screen | recombinant LYPLA1, FP-Rh probe fluorescence polarization | AID 2174 | O75608 | 0.16% of 320,000 active | inhibition, % at 5.9 µM;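 active = inhibition above the mean of all tested compounds plus 3 SD, set per campaign, cut at about 14% in these data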;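 note: inhibitors block serine hydrolase probe labeling of LYPLA1 so polarization falls; 0% = enzyme with DMSO and 100% = wells lacking LYPLA1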
PAFAH1B3 inh = inhibitors of human PAFAH1B3; recombinant PAFAH1B3, FP-rhodamine probe, fluorescence polarization; Q15102; inhibition, % at 3.39 µM; 0.28% of 340,000 active;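 active = inhibition above the screen-wide average of all tested compounds plus 3 SD, cut at about 25% in these data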;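 note: 0% = enzyme with DMSO only and 100% = wells lacking PAFAH1B3 protein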
Target sequence (Q15102 whole entry, looked up): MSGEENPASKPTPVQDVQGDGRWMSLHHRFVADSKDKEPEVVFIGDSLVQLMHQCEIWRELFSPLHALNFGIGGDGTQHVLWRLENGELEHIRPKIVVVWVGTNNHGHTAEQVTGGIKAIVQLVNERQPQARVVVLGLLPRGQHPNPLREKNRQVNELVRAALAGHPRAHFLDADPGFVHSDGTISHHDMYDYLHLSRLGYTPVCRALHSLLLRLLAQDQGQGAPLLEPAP
PAFAH1B2 inh = inhibitors of human PAFAH1B2. recombinant PAFAH1B2, FP-rhodamine activity probe, fluorescence polarization. 1.2% of 340,000 active. inhibition, % at 3.39 µM. P68402;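 active = inhibition above the mean of all tested compounds plus 3 SD, cut at about 24% in these data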;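 note: 0% = enzyme with DMSO and 100% = wells lacking PAFAH1B2; many of its hits are not listed in these tables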
PAD4 FP inh = blocks human protein arginine deiminase 4. Q9UM07. recombinant PAD4, RCA probe fluorescence polarization. inhibition, % at 6.36 µM. 0.41% of 330,000 active. AID 485272;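 active = percent inhibition above a cutoff equal to the mean of all tested compounds plus 3 SD, cut at about 15% in these data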;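 note: 0% = PAD4 with RCA probe and DMSO and 100% = probe without PAD4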
Target sequence (Q9UM07 whole entry, looked up): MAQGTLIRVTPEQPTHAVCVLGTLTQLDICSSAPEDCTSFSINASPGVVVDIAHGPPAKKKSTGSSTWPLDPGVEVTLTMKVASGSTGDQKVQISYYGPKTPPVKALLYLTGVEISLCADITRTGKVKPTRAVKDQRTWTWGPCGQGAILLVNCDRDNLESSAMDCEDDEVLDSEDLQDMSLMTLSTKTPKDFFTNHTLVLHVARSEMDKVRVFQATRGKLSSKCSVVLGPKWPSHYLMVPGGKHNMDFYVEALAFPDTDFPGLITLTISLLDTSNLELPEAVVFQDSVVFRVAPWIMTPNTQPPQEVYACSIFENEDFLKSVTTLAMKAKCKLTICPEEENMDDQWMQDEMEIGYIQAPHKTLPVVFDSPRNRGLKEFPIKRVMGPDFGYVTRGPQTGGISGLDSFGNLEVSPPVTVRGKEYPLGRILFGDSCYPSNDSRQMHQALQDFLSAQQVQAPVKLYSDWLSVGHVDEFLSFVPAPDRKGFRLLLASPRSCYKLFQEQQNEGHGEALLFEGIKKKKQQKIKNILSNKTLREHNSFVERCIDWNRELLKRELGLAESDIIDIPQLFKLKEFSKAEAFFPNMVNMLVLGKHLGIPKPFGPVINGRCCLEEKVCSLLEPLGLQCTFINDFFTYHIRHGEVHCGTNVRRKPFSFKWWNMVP
PME-1 primary = PME-1 (human) inhibition. Q9Y570. recombinant PME-1, FP-Rh probe fluorescence polarization. inhibition, % at 5.9 µM. 0.53% of 320,000 active;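 active = inhibition above the campaign mean of all compounds plus 3 SD, cut at about 26% in these data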;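 note: competitive labeling of PME-1 active site by serine hydrolase directed probe; 0% = PME-1 with DMSO and 100% = wells lacking PME-1 enzyme; inhibitors block probe labeling so polarization falls and inhibition rises; many of its hits are not listed in these tables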
Numbers without * were called inactive; · = no result given. A portion of the library; the hit share may differ from the screen's.

SMILES | LYPLA2 inh | GSTO1 counter | PREPL inh | pPAFAH inh | LYPLA1 counter | PAFAH1B3 inh | PAFAH1B2 inh | PAD4 FP inh | PME-1 primary
O=Cc1ccc(Oc2cccc(C(F)(F)F)c2)nc1 | 5 | 0 | -1 | 2 | 0 | 5 | 8 | -2 | -1
Cc1cc(C)[n+](C)n1CC(O)Cn1c2ccccc2c2ccccc21 (configuration not stated) | -3 | 2 | -2 | -1 | 1 | 6 | 2 | -1 | -2
Cc1cc(C(F)(F)F)nn1CC(=O)NCc1ccco1 | 4 | -10 | 2 | 8 | -2 | 5 | 1 | -3 | -5
O=S(=O)(c1ccccc1)N1CCN=C1SCc1ccc(Cl)c(Cl)c1 | -4 | 1 | -2 | 6 | -5 | -1 | -1 | 2 | -5
NC(=O)CSc1nnc2sc3ccccc3n12 | 8 | 2 | 2 | -3 | -2 | 1 | -2 | 4 | -5
N#Cc1cc(-c2ccccc2)nn1-c1ccccc1 | -1 | 7 | -5 | -4 | -1 | 1 | 2 | -2 | -7
O=C(C1CC1)N1CCCC(c2ccc(Cl)cc2)=N1 | 4 | -7 | -15 | 8 | 2 | 5 | 3 | -2 | -2
CCN(CC(=O)Nc1cc(C)nn1-c1nc(C)cc(C)n1)Cc1ccccc1 | 8 | 10 | 15 | -4 | 4 | 3 | 2 | -11 | 1
Cn1c(CC(=O)Nc2ccccc2Cl)nnc1SCC(=O)NC1CCCCC1 | -7 | 1 | 5 | 0 | -5 | -1 | 4 | 0 | -2
COc1ccc(-n2c(=O)[nH]cc(C(=O)Nc3ccc4c(c3)OCO4)c2=O)cc1OC | 5 | -1 | 4 | 5 | -2 | 12 | 1 | 1 | 3
N#CCOc1nc(N2CCOCC2)nc(N2CCOCC2)n1 | 7 | -1 | 0 | -1 | 3 | 3 | 5 | -1 | -10
Cc1cccc(NC(=O)c2nc[nH]c2C(=O)NCCCCCCNC(=O)c2[nH]cnc2C(=O)Nc2cccc(C)c2)c1 | -6 | · | -1 | 1 | 1 | -2 | -5 | 3 | 0
Cc1ccc(NC(=O)CCS(=O)(=O)c2ccc3c(c2)NC(=O)C(C)S3)nc1 (configuration not stated) | -1 | 1 | 14 | 8 | 5 | 4 | 1 | 1 | 0
COc1ccc(-c2noc(C3CCCN(S(=O)(=O)c4ccc(C)c(Cl)c4)C3)n2)cc1OC (configuration not stated) | 1 | 3 | 4 | 2 | -1 | -3 | 11 | 2 | -1
CC1=NNC(=O)C1CC(=O)N/N=C/c1cccs1 (configuration not stated) | 2 | 5 | 5 | 5 | 4 | 8 | -2 | 5 | 3

Laid out differently: entries from further up.
Screens in order – LYPLA2 inh | GSTO1 counter | PREPL inh | pPAFAH inh | LYPLA1 counter | PAFAH1B3 inh | PAFAH1B2 inh | PAD4 FP inh | PME-1 primary
N#Cc1cc(-c2ccccc2)nn1-c1ccccc1
  -1 | 7 | -5 | -4 | -1 | 1 | 2 | -2 | -7
O=C(C1CC1)N1CCCC(c2ccc(Cl)cc2)=N1
  4 | -7 | -15 | 8 | 2 | 5 | 3 | -2 | -2
CCN(CC(=O)Nc1cc(C)nn1-c1nc(C)cc(C)n1)Cc1ccccc1
  8 | 10 | 15 | -4 | 4 | 3 | 2 | -11 | 1
Cn1c(CC(=O)Nc2ccccc2Cl)nnc1SCC(=O)NC1CCCCC1
  -7 | 1 | 5 | 0 | -5 | -1 | 4 | 0 | -2
COc1ccc(-n2c(=O)[nH]cc(C(=O)Nc3ccc4c(c3)OCO4)c2=O)cc1OC
  5 | -1 | 4 | 5 | -2 | 12 | 1 | 1 | 3
N#CCOc1nc(N2CCOCC2)nc(N2CCOCC2)n1
  7 | -1 | 0 | -1 | 3 | 3 | 5 | -1 | -10
Cc1cccc(NC(=O)c2nc[nH]c2C(=O)NCCCCCCNC(=O)c2[nH]cnc2C(=O)Nc2cccc(C)c2)c1
  -6 | · | -1 | 1 | 1 | -2 | -5 | 3 | 0
Cc1ccc(NC(=O)CCS(=O)(=O)c2ccc3c(c2)NC(=O)C(C)S3)nc1 (configuration not stated)
  -1 | 1 | 14 | 8 | 5 | 4 | 1 | 1 | 0
COc1ccc(-c2noc(C3CCCN(S(=O)(=O)c4ccc(C)c(Cl)c4)C3)n2)cc1OC (configuration not stated)
  1 | 3 | 4 | 2 | -1 | -3 | 11 | 2 | -1
CC1=NNC(=O)C1CC(=O)N/N=C/c1cccs1 (configuration not stated)
  2 | 5 | 5 | 5 | 4 | 8 | -2 | 5 | 3

Some of these compounds in order of the PAFAH1B2 inh value, high to low:
structure	PREPL inh	pPAFAH inh	PAFAH1B3 inh	PAFAH1B2 inh	PAD4 FP inh	PME-1 primary
CCN(CC(=O)Nc1cc(C)nn1-c1nc(C)cc(C)n1)Cc1ccccc1	15	-4	3	2	-11	1
Cc1ccc(NC(=O)CCS(=O)(=O)c2ccc3c(c2)NC(=O)C(C)S3)nc1 (configuration not stated)	14	8	4	1	1	0
NC(=O)CSc1nnc2sc3ccccc3n12	2	-3	1	-2	4	-5

New compounds follow.
SMILES | LYPLA2 inh | GSTO1 counter | PREPL inh | pPAFAH inh | LYPLA1 counter | PAFAH1B3 inh | PAFAH1B2 inh | PAD4 FP inh | PME-1 primary
CC1CCN(c2cc(N3CCN(C(=O)c4ccc(F)c(F)c4)CC3)c([N+](=O)[O-])cc2F)CC1 | 2 | 6 | -1 | 2 | -4 | -5 | -5 | -3 | -2
CCCn1c(=O)c2c(nc3n2CCS3)n(C)c1=O | 0 | 5 | -1 | 2 | -4 | 4 | 6 | -4 | -1
O=C(NCCc1ccccc1)C(=O)NCCC1CCCCN1S(=O)(=O)c1cccs1 (configuration not stated) | 3 | -1 | 5 | 20 | 0 | 1 | 21 | 4 | 4
Nc1cccc(-c2nc3ncccc3o2)c1 | -2 | 1 | 6 | -3 | 0 | 3 | 3 | 0 | -3
Cc1ccc(NC(=O)CN2CCCC2)c2c1CC(C)(C)O2 | 0 | 3 | 8 | 8 | 0 | 1 | -3 | -10 | 2
Cn1c(=O)c(=O)n(C)c2cc(S(=O)(=O)N3CCN(c4ccccc4F)CC3)ccc21 | -4 | -1 | 0 | -5 | 1 | 3 | 6 | 2 | -1
COc1ccc(-c2nnc3ccc(SCC(=O)Nc4nc5ccc(C)cc5s4)nn23)cc1OC | 2 | -5 | 10 | 3 | -5 | -5 | -1 | 4 | -7
O=C(CN(C(=O)Cn1nnc(-c2ccc(F)cc2)n1)c1cnc2ccccc2c1)NCC1CCCO1 (configuration not stated) | -3 | -5 | 9 | -4 | -2 | 3 | 2 | -20 | -10
Cc1ccccc1CN1CCN(c2ccc(S(=O)(=O)N3CCCC3)cn2)CC1 | 5 | · | 5 | -2 | 1 | 11 | 6 | -6 | -5
CCOC(=O)c1cccc(NC(=O)CC2Oc3ccccc3NC2=O)c1 (configuration not stated) | -7 | 0 | -2 | 2 | 1 | 8 | 7 | -1 | -2
CCN(CC)c1ccc(CNCc2cccs2)cc1 | -4 | 4 | -1 | 19 | -3 | 3 | -3 | -1 | 5
CCCNC(=S)N1CC2(C)CN(C(=O)C(=O)OCC)CC(C)(C1)C2=O | 0 | -5 | 1 | 0 | 3 | 6 | -1 | 0 | 4
COc1ccc(C2CC(=O)C3=C(C2)Nc2ccccc2N(C(=O)CCC(=O)O)C3c2ccc(F)cc2)cc1OC (configuration not stated) | 1 | -4 | -14 | -2 | 0 | 3 | 0 | -5 | -3
CCOc1cc(NC(=S)Nc2cccc(OC)c2)c(OCC)cc1NC(=O)C(C)C | 3 | 4 | 1 | -1 | 1 | 5 | -2 | 4 | -4
CCn1c(-c2cc(-c3ccc(C)c(C)c3)nc3ccccc23)n[nH]c1=S | -7 | -15 | -11 | 5 | -3 | · | · | 3 | 3
CNC(=O)C1=C(C)NC(=S)NC1c1cc2c(cc1OC)CCCC2 (configuration not stated) | 9 | -1 | -5 | 2 | 2 | -2 | -1 | -6 | -2
O=C1C2C3C=CC(C3)C2C(=O)N1Cc1ccc(CN2C(=O)C3C4C=CC(C4)C3C2=O)cc1 (configuration not stated) | 5 | -6 | 6 | 1 | 2 | -12 | 3 | 5 | -1
Cc1ccc(S(=O)(=O)N2CCC(C(=O)N[C@@H](Cc3ccccc3)C(=O)O)CC2)cc1 | 3 | 3 | -4 | 3 | 2 | 4 | 22 | -2 | 0
CC(Sc1ccccc1)C(=O)NN=C1CCN(C)CC1 (configuration not stated) | -2 | 7 | -20 | -5 | -1 | · | · | -3 | -5
CC(C)c1ccc(NC(=O)CN2C(=O)COc3ccc(S(=O)(=O)N4CCOCC4)cc32)cc1 | -4 | 1 | 13 | -1 | 0 | 9 | 0 | -1 | 3
CC(C(=O)OCC(=O)c1ccc(Br)cc1)N1C(=O)C2C3CCC(C3)C2C1=O (configuration not stated) | -6 | 8 | 11 | -1 | -3 | 0 | 13 | 2 | -2
COc1ccc(N2CC(NS(=O)(=O)c3cccnc3)CC2=O)cc1 (configuration not stated) | 9 | 0 | -1 | 1 | 6 | 1 | 2 | -1 | -2
Cc1nn(CC(=O)NCCN2CCOCC2)c(=O)c2cc3sccc3n12 | -6 | 2 | -2 | 4 | -2 | 3 | 0 | -4 | 3
Cc1ccccc1N(CC(=O)NCC1CCCO1)C(=O)CCC(=O)Nc1nccs1 (configuration not stated) | 1 | -1 | 7 | 3 | -5 | 8 | 6 | 1 | -2
COc1ccc(CCN(C)CCc2ccc(OC)c(OC)c2)cc1OC | 4 | 0 | 0 | 1 | 3 | 2 | -1 | -1 | -3
c1ccc(-c2ccc(SCc3cccnc3)nn2)nc1 | 10 | 7 | 21 | -1 | 2 | 5 | 0 | 2 | 2
Cc1cccc2cc(CN(Cc3ccccc3)C(=O)c3cccc(F)c3)c(Cl)nc12 | -8 | 4 | 2 | 7 | -4 | 6 | -1 | 2 | -8
CCOC(=O)NCN1C(=O)C2C3C=CC(C3)C2C1=O (configuration not stated) | 1 | -1 | 12 | -7 | 2 | -3 | 3 | -5 | -2
Clc1ccc(-c2nnc(CSc3nnc(-c4cccs4)n3Cc3ccccc3)o2)cc1 | 1 | -2 | -37 | 2 | 12 | 1 | -1 | -5 | -1
Cc1cc(OCC(=O)N(C)C2CCCCC2)ccc1Cl | -2 | -3 | 6 | -1 | -1 | 1 | 9 | -2 | -1
CC(CCc1ccccc1)NC(=O)CC(C)c1ccccc1 (configuration not stated) | -8 | 6 | 0 | 0 | -1 | 3 | 9 | 3 | -4
COc1cc(/C=N/NC(=O)c2ccc3nc[nH]c3c2)cc(OC)c1OC | -3 | -9 | -3 | 4 | 1 | · | · | 1 | -6
COc1cc(C(=O)Nc2ccccc2N2CCOCC2)ccc1OCC(=O)N1CCOCC1 | 0 | 5 | 4 | -1 | 1 | -2 | 0 | 2 | 1
N#Cc1c2ccccc2nc2ccccc12 | 3 | 10 | 4 | 8 | -1 | 7 | -2 | -1 | 0
COc1ccccc1N1CCN(C(=S)Nc2ccc3nc(N4CCOCC4)cc(C)c3c2)CC1 | 2 | 3 | 17 | 6 | -2 | 16 | 5 | -3 | 0
Cc1cccc(N2CC(C(=O)Nc3nnc(SCCC4OCCO4)s3)CC2=O)c1 (configuration not stated) | -3 | 3 | 6 | 16 | -3 | 7 | 3 | -13 | 8
COc1ccc2oc(C(=O)OCC(=O)N(C)CC(=O)Nc3ccc(F)cc3)c(C)c2c1 | 0 | -2 | -14 | 5 | -9 | 4 | 1 | 3 | -6
COc1ccccc1CNC(=O)COC(=O)Cc1ccc(Cl)cc1 | 4 | 2 | -8 | 27* | 0 | 8 | 2 | -6 | 3

Screening data as filed in PubChem BioAssay.
